# Screens from PubChem.
# GalR3 antagonist = blocks the human galanin receptor 3; O60755; HEK293 GalR3-CNG cAMP membrane potential fluorescence; galR3 body fused to GalR1 C-terminus; inhibition, % at 3 µM; hit rate 0.44% among 360,000;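 active = inhibition above the screen-wide average plus 3 SD, cut at about 13% in these data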;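 also: forskolin and galanin both at EC90 stimulate the cells; cAMP rise reported by CNG channel membrane potential dye signal; 0% = forskolin plus galanin with DMSO and 100% = forskolin alone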
# MEKK2mut PB1 HTS = signal of MEK5 binding to mutant human MEKK2 PB1 domain; AID 1530; hit rate 0.35% among 290,000; percent response, % at 10 µM; bead flow cytometry, Alexa488-MEK5 binding to MEKK2 mutant; in the data active = percent response above about 24%, passing the limit was not always enough; also: inactives centre near 1; some results filed as inactive read as strong as hits; reference of the scale not given here
# OXTR agonist = agonists of human oxytocin receptor; P30559; CHO-OTR cells, Fluo-8 calcium fluorescence; normalized: DMSO 0%, oxytocin 100%; activation, % at 3 µM; hit rate 0.32% among 320,000; AID 2435;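 active = activation above the mean of all tested compounds plus 3 SD, cutoff set per screening run, cut at about 20% in these data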;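 also: peak over basal fluorescence ratio from a 100 s FLIPR kinetic read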
# MEKK2wt PB1 HTS = raises or lowers MEK5 binding to wildtype human MEKK2 PB1 domain; binding response (% of control), % at 10 µM; bead flow cytometry, Alexa488-MEK5 binding to MEKK2 WT; actives lie on both sides; Q9Y2U5; hit rate 1.1% among 290,000; in the data active = binding response below about 67% or above about 130%
# GPR7 antag = blocks human GPR7 receptor signaling | GPR7-expressing cells, fluorescence antagonist assay | inhibition, % at 4.4 µM | hit rate 1.1% among 290,000 | AID 1861; in the data active = inhibition above about 16%, passing the limit was not always enough;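 also: cells stimulated with the agonist NPW; 0% = agonist with vehicle and 100% = vehicle without agonist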
# Target sequence (P48145 whole entry, looked up): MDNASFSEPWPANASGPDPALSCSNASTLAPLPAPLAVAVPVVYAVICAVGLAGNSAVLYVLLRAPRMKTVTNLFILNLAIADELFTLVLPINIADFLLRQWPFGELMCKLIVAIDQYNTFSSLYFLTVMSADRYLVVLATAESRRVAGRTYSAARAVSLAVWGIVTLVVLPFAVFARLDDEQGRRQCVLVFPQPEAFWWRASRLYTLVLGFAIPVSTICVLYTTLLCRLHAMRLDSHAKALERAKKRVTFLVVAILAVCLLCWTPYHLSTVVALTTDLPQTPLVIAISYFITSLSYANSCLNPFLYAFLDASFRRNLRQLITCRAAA
# PHOSPHO1 block = PHOSPHO1 (human) inhibition | hit rate 1.1% among 290,000 | inhibition, % at 13.3 µM | recombinant PHOSPHO1, absorbance phosphatase assay | Q8TCT1; in the data active = inhibition above about 60%
# NALP1 inh = inhibitors of NALP1 inflammasome in yeast; S. cerevisiae NALP1/ASC/caspase-1 growth, X-gal OD620, 72 h; inhibition, % at 10 µM; hit rate 0.61% among 280,000; in the data active = inhibition mostly above about 24%, no sharp cut-off; inactive = mostly below about 32%; also: some compounds called inactive have numbers as strong as hits
# V1R ag counter = activates human V1a receptor in oxytocin agonist counter-screen. hit rate 0.25% among 320,000. P37288. activation, % at 3 µM. CHO-V1R cells, Fluo-8 calcium fluorescence, agonist mode; 0% DMSO, 100% 3 nM vasopressin;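 active = activation above the mean activation of all tested compounds plus 3 SD, per screening run, cut at about 20% in these data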;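 also: signal is peak over basal fluorescence ratio across a 100 second FLIPR read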
# MEKK3 PB1 HTS = raises or lowers MEK5 binding to the human MEKK3 PB1 domain; bead-based flow cytometry, Alexa488-MEK5 binding to MEKK3; actives lie on both sides; 0 = blocked by unlabeled MEK5, 100 = vehicle; binding response (% of control), % at 10 µM; hit rate 1.4% among 290,000; AID 1529;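 active = binding response more than 3 SD above or below the average of its plate-row segment, actives on both sides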;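 also: Alexa488 bead fluorescence after subtracting the streptavidin-only scavenger bead signal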
# Target sequence (Q99759 whole entry, looked up, the tested form may be a part): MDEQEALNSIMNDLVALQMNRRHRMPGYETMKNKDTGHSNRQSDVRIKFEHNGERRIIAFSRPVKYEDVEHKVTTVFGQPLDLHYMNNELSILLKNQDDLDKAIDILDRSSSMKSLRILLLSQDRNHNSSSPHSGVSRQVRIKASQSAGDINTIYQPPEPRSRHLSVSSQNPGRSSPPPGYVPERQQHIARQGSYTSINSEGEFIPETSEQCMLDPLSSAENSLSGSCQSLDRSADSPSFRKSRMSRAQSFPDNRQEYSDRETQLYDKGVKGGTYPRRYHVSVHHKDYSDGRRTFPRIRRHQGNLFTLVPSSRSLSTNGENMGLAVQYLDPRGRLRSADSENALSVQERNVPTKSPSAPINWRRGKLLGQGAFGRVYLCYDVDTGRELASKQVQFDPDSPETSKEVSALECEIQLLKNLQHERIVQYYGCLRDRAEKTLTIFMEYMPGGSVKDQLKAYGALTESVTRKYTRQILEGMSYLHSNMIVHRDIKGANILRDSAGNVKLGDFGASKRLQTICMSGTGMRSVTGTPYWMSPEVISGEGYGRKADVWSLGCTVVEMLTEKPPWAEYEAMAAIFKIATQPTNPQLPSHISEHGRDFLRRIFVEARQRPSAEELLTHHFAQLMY
# Starred values were filed as active, the others as inactive; . = no result given; [ ] = dose if it differs, or a comment. Rows are unselected. Share with any hit: about 5.4%.
SMILES,GalR3 antagonist,MEKK2mut PB1 HTS,OXTR agonist,MEKK2wt PB1 HTS,GPR7 antag,PHOSPHO1 block,NALP1 inh,V1R ag counter,MEKK3 PB1 HTS
Cc1ccc(-c2nc(N)c3c(-c4ccc(C)cc4)nn(C(C)(C)C)c3n2)cc1,-2,-5,0.1,96,7,7,32,1.1,89
COc1ccc(OCC(=O)N2CCN(C(=O)c3ccccc3)CC2)cc1,-5,13,-0.3,106,-7,25,10,0.3,111
COc1ccc2cc(C(=O)C3CCCN(C(=O)c4cc5nc(C)cc(C)n5n4)C3)ccc2c1 (configuration not stated),2,2,-1.4,102,-7,10,4,2.0,104
CC(C)(CNC(=O)c1sc2cc(F)ccc2c1Cl)N1CCOCC1,-2,-5,-1.1,91,-8,-10,44,1.2,88
O=C(CCN1C(=O)/C(=C\c2ccco2)SC1=S)Nc1ccc(C(=O)O)c(O)c1,1,-12,1.0,92,3,30,4,1.8,91
Cc1cc(-c2[nH]nc3c2C(c2ccc(Cl)cc2)C(C#N)=C(N)O3)c(C)s1 (configuration not stated),-8,-3,-1.2,98,0,-4,7,4.9,97
O=C(NCC1CCCO1)c1ccc2c(c1)C(=O)N(c1cccc([N+](=O)[O-])c1)C2=O (configuration not stated),-5,-5,0.8,98,-4,36,-1,0.6,103
CCOc1ccc(C(=O)Nc2cccc3ncccc23)cc1Br,-8,-3,1.0,94,26*,10,9,1.2,101
O=C(O)/C=C/c1ccc(S(=O)(=O)N(CCO)CCO)cc1,-5,-10,0.6,89,-1,24,-12,0.3,97
COc1ccc(N(C(C)C(=O)Nc2ccc(S(=O)(=O)N3CCCCC3)cc2)S(C)(=O)=O)cc1 (configuration not stated),-1,1,3.1,93,-2,14,6,3.7,100
CCN(CC)C(=O)CSc1nnc(COc2cccc(C)c2)n1C,.,1,-1.1,98,2,-21,-8,0.4,99
CC(C)(/C=N/O)/[N+]([O-])=C/c1ccco1,-4,4,-0.2,106,-2,11,-11,0.5,100
COc1ccccc1CNS(=O)(=O)c1ccc(Br)s1,-3,0,-1.2,101,6,-18,-23,1.2,102
Cc1cccc2[nH]c3c(N4CC=C(c5ccc(F)cc5)CC4)ncnc3c12,-2,13,2.1,132,-12,23,8,3.0,101
O=C(c1ccc(Br)cc1)c1cn[nH]c1-c1ccccc1O,-12,-2,4.8,101,14,23,13,4.9,104
CCCC(=O)Nc1ccc(NC(=O)c2ccco2)cn1,-4,5,0.8,112,2,-6,4,0.8,102
CCOC(=O)C1=C(C)N=C2SC(C(=O)OC)=CC(=O)N2C1c1ccc(F)cc1 (configuration not stated),3,0,-0.9,96,-6,50,24,0.0,98
CCC1CCCCN1C(=O)c1ccc(OC2CCN(Cc3ccccn3)CC2)cc1 (configuration not stated),0,7,1.2,109,0,28,9,1.5,103
Cc1ccc(C(O)CCc2ccc(N)cc2)cc1 (configuration not stated),-8,3,1.2,98,-12,27,-8,1.7,99
CCCCN(C)CCNC(=O)CN1C(=O)CSc2ccc(S(=O)(=O)N3CCCC3)cc21,-2,-1,0.0,100,7,36,26,0.7,96
N/C(=N/O)c1nc(N2CCCC2)nc(N(c2ccccc2)c2ccccc2)n1,-4,8,-2.1,102,-10,4,29,-1.0,102
COC(=O)c1sc(NC(=O)COc2ccccc2OC)nc1C,-9,2,-1.7,101,-6,-10,9,0.2,98
Cc1ccc(-c2noc(CSc3nnc(-c4ccccc4)n3C)n2)cc1,-5,7,2.2,102,-3,14,19,2.6,101
CC(=O)c1ccc(NC2CC(O)C(O)CO2)cc1 (configuration not stated),4,4,0.2,109,8,16,-16,0.8,110
O=C(Cn1ncn2c(cc3sccc32)c1=O)NC1CCCC1,-2,4,0.6,103,2,33,-1,-0.1,99
CCOc1ccc(-n2c([S-])c(C(=O)Nc3ccc(S(=O)(=O)N4CCOCC4)cc3)[n+]3cc(C(N)=O)ccc23)cc1,-4,2,-0.3,101,-6,15,3,0.4,103
COc1ccc(NC(=S)Nc2cccnc2)c(OC)c1,-10,-5,1.2,96,-5,-21,-14,0.1,93
COc1ccc(CNC(=O)C2CCN(c3nn4c(=O)cc(C)nc4s3)CC2)cc1,-8,12,-1.2,102,-10,44,16,-0.1,102
O=C(NCc1ccco1)C(=O)NCc1ccccc1Cl,-1,-2,-1.1,97,0,0,25,-0.9,98
CCn1c2ccccc2c2cc(NC(=O)C/C(C)=N/NC(=O)c3ccccc3N)ccc21,0,-8,-0.3,98,-7,-4,-1,1.4,96
CCOc1ccc(NC(=O)c2ccc(Cl)c(NC(=O)c3ccco3)c2)cc1,-10,1,-0.9,105,-7,39,7,-0.6,104
O=C(COC(=O)c1cccc(Cl)c1Cl)NC1CCCC1,-5,-3,-0.8,101,12,28,11,0.2,99
CCOC(=O)CSc1nc2c(sc(=S)n2Cc2ccco2)c(=O)n1-c1ccccc1,-10,5,-0.1,97,22*,-81,14,-0.4,100
CCOC(=O)c1[nH]c2ccccc2c1NC(=S)Nc1cccc(C)c1C,-4,-3,1.1,99,-6,-26,14,1.0,101
O=C(CSc1ccc(F)cc1)N1CCOCC1,-13,8,0.5,104,2,11,7,1.1,106
O=C(/C=C/Nc1cccc(C(F)(F)F)c1)c1ccco1,-1,-8,-0.9,94,-6,-15,9,0.0,98
CCn1nc(C(=O)Nc2cccc3ccccc23)c(Cl)c1Cl,0,-1,-2.4,85,-2,47,13,-1.8,96
CCCCN(CC)S(=O)(=O)c1ccccc1,-5,2,-1.0,100,-6,18,46,-0.4,96
CCOc1ccccc1NC(=O)c1ccoc1C,-2,3,-1.7,105,-12,3,-18,0.4,99
Cc1ccc(Nc2nc(-c3c(C)nc4ncccn34)cs2)cc1,2,7,-1.0,111,17,24,5,0.1,107
CC(C)c1ccc(NC(=O)/C(C#N)=C/c2ccncc2)cc1,-4,6,-0.3,104,7,15,4,-0.3,103
O=C(CN1CCCCCC1)Nc1ccc(Br)cc1[N+](=O)[O-],-2,1,-2.3,99,-20,-32,-4,-1.5,102
CC1CC(=O)N(CC(=O)NC2CCCCC2)c2ccccc2S1 (configuration not stated),-10,-1,-0.1,98,-8,18,14,-0.6,96
COc1ccc(C(=O)NNC(=O)C2=NN(c3ccccc3)C(=O)CC2)cc1,-8,-1,-1.0,101,2,-4,15,0.7,105
CCN(CC)c1ccc2cc(C(N)=O)c(=O)oc2c1,-7,-2,0.4,98,-9,-20,2,0.6,104
COc1ccc(C(=O)NCc2ccccc2OC)cc1,-6,7,-1.4,107,-7,2,25,-0.7,110
CC(C)n1c(O)c(/C=C2\C=Nc3ccccc32)sc1=Nc1ccccc1,-9,-35,-1.3,22*[inhibitor],3,-18,12,-0.2,13*[inhibitor]
N#C/C(=C\c1ccc(Br)s1)C(=O)N1CCN(c2ccccc2)CC1,-1,0,-1.5,100,-7,9,28,0.0,102

# Not a retest: five of the compounds above.
SMILES,GalR3 antagonist,MEKK2mut PB1 HTS,OXTR agonist,MEKK2wt PB1 HTS,GPR7 antag,PHOSPHO1 block,NALP1 inh,V1R ag counter,MEKK3 PB1 HTS
CC(C)c1ccc(NC(=O)/C(C#N)=C/c2ccncc2)cc1,-4,6,-0.3,104,7,15,4,-0.3,103
O=C(CN1CCCCCC1)Nc1ccc(Br)cc1[N+](=O)[O-],-2,1,-2.3,99,-20,-32,-4,-1.5,102
CC1CC(=O)N(CC(=O)NC2CCCCC2)c2ccccc2S1 (configuration not stated),-10,-1,-0.1,98,-8,18,14,-0.6,96
COc1ccc(C(=O)NNC(=O)C2=NN(c3ccccc3)C(=O)CC2)cc1,-8,-1,-1.0,101,2,-4,15,0.7,105
CCN(CC)c1ccc2cc(C(N)=O)c(=O)oc2c1,-7,-2,0.4,98,-9,-20,2,0.6,104

# Complete entries from above:
# `N#C/C(=C\c1ccc(Br)s1)C(=O)N1CCN(c2ccccc2)CC1` is listed as GalR3 antagonist: -1; MEKK2mut PB1 HTS: 0; OXTR agonist: -1.5; MEKK2wt PB1 HTS: 100; GPR7 antag: -7; PHOSPHO1 block: 9; NALP1 inh: 28; V1R ag counter: 0.0; MEKK3 PB1 HTS: 102
# `O=C(CN1CCCCCC1)Nc1ccc(Br)cc1[N+](=O)[O-]` is listed as GalR3 antagonist: -2; MEKK2mut PB1 HTS: 1; OXTR agonist: -2.3; MEKK2wt PB1 HTS: 99; GPR7 antag: -20; PHOSPHO1 block: -32; NALP1 inh: -4; V1R ag counter: -1.5; MEKK3 PB1 HTS: 102

# More compounds follow.
SMILES,GalR3 antagonist,MEKK2mut PB1 HTS,OXTR agonist,MEKK2wt PB1 HTS,GPR7 antag,PHOSPHO1 block,NALP1 inh,V1R ag counter,MEKK3 PB1 HTS
Cc1ccc(C)c(-n2c(SCC(=O)Nc3nonc3C)nnc2-c2ccoc2C)c1,-4,2,-2.0,99,4,1,4,0.3,101
C=CCn1c(SC(C)C(=O)NC2(C#N)CCCCC2)nnc1-c1ccc(OC)cc1 (configuration not stated),-2,-7,0.1,88,-3,7,7,1.4,92
Cc1ccc2nc(SCc3nc4ccccc4c(=O)[nH]3)[nH]c2c1,2,-5,-0.7,96,-15,25,4,0.1,103
COCCCNC(=O)c1ccccc1N(Cc1ccccc1)S(=O)(=O)c1ccccc1,-7,7,0.0,111,-5,19,4,-0.7,105
COC(=O)C1=C(C)C(c2ccc(OC)cc2)NC(=S)N1 (configuration not stated),-6,2,-1.3,103,4,-8,2,0.8,99
CN(C)c1ccc(NC(=O)CSc2nc(N)c(C(=O)Nc3ccc(N(C)C)cc3)s2)cc1,-4,1,7.5,103,23,2,9,5.6,101
CN(Cc1cnccn1)C(=O)C1CCC(=O)N(CCc2ccccc2)C1 (configuration not stated),0,4,-0.1,98,-7,34,-9,0.5,95
COC(=O)c1ccccc1NC(=O)c1cc2n(n1)C(C(F)F)CC(C(F)F)N2 (configuration not stated),8,-4,-0.1,96,-4,16,9,0.0,96
CCN1CN(Cc2ccccc2)CNC1=S,-4,3,-0.5,109,-9,16,14,0.3,98
Cc1ccc(Cn2ccc(NC(=O)c3cc(-c4cccs4)on3)n2)cc1,-8,8,1.1,111,-8,43,-1,2.7,109
O=C(N/N=C/c1ccc(Br)s1)c1ccncc1,-5,-2,-1.8,96,-9,6,-14,-1.1,93
CC(=O)N1C(=O)C(=C2C=C(C)OC(C)=C2)c2ccccc21,-3,3,-1.6,92,2,0,2,-1.7,96
CC1(C)Cc2c(c(N3CCOCC3)nc3sc(C(=O)N4CCCCC4)c(N)c23)CO1,2,4,-0.2,113,-4,-31,18,0.6,109
COc1ccccc1CC(=O)NC1CCC(C)CC1 (configuration not stated),-4,5,-0.7,106,-16,-6,15,0.1,103
CCN(CC)C(=O)Cn1cc(C(=O)C(=O)NCCCN2CCCCC2)c2ccccc21,0,10,-0.9,109,-3,56,8,0.8,103

# MEKK2wt PB1 HTS, entries above that show a hit.
molecule	GalR3 antagonist	MEKK2mut PB1 HTS	MEKK2wt PB1 HTS	GPR7 antag	PHOSPHO1 block	NALP1 inh	MEKK3 PB1 HTS
CC(C)n1c(O)c(/C=C2\C=Nc3ccccc32)sc1=Nc1ccccc1	-9	-35	22*[inhibitor]	3	-18	12	13*[inhibitor]
